# TbMetRS inhib – Trypanosoma brucei MetRS inhibition; AID 624268; 0.4% of 360,000 active; purified T. brucei MetRS, ATP depletion, Kinase-Glo luminescence; inhibition, % at 11.9 µM;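 active = inhibition above a per-plate cutoff of the control wells' mean inhibition plus 3 SD, cut at about 5.5% in these data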;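 also: 0% = DMSO wells median and 100% = median of wells with control inhibitor compound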
#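 System: purified T. brucei MetRS enzyme / Detection: Kinase-Glo luciferase luminescence reporting remaining unconsumed ATP / Medium: HEPES buffer with MgCl2, KCl, DTT, spermine, BSA, pyrophosphatase / Replication: singlicate, one well per compound / Evaluation: percent inhibition relative to median high and low control wells / Schedule: 2 h aminoacylation at 25 °C after 15 min preincubation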
# CSN deneddyl inh – inhibitors of human CSN-mediated cullin deneddylation. inhibition, % at 12.5 µM. AID 651999. Q92905. Purified CSN, SCF-Nedd8-OG deneddylation, fluorescence polarization. 0.38% of 360,000 active;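 active = pattern-corrected inhibition above about 35%, with an unprinted fluorescence ratio check between 0.5 and 1.5, limit read from the data, passing the limit was not always enough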;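 also: 0% = enzyme with substrate and 100% = substrate without enzyme; some results filed as inactive read as strong as hits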
#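 Assay system: Purified human Csn5 enzyme expressed in HEK293T cells | Amount: Enzyme 0.24 nM | Measured by: Fluorescence polarization readout | Medium: Tris/NaCl/DTT buffer, pH 7.5 | Compound dosing: One concentration, 12.5 µM, 0.25% DMSO | Times: 90 min incubation of compound, enzyme and substrate at room temperature | Control set: no-enzyme wells high, enzyme-with-substrate wells low | Read-out: % inhibition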
# Rin1-Abl PPI inh – inhibitors of human Rin1-Abl protein interaction. P00519+Q13671. TR-FRET Rin1/Abl binding, biochemical. inhibition, % at 7.35 µM. 0.4% of 360,000 active; in the data active = inhibition above about 5%, passing the limit was not always enough
# bovine MsrA act – activates bovine MsrA enzyme. 0.3% of 360,000 active. activation, % at 10.6 µM. purified bovine MsrA, absorbance read-out; in the data active = activation above about 7.5%;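 also: 0% = vehicle and 100% = reference activator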
# PABP1 MLLE inh – inhibitors of microRNA-mediated deadenylation, human PABP1 MLLE binding | P11940 | GST-MLLE / FITC-PAM2 fluorescence polarization | inhibition, % at 20 µM | 0.36% of 360,000 active; in the data active = inhibition above about 35%, passing the limit was not always enough;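 also: plate controls were DMSO wells with GST-MLLE for no effect and wells lacking GST-MLLE protein for full effect; some results filed as inactive read as strong as hits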
# Neddyl block – cullin neddylation inhibition; P61081+Q13564; TR-FRET cullin neddylation, biochemical; calls only at 25 µM; 0.58% of 360,000 active; AID 651699; in the data active = inhibition above about 36%
# FAS TE block – FAS thioesterase (human) inhibition. recombinant FAS-TE, OMFH fluorogenic substrate, fluorescence endpoint. P49327. AID 602261. inhibition, % at 15 µM. 0.67% of 360,000 active;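 active = compounds whose normalised, plate-corrected inhibition of enzyme fluorescence in the single-dose primary screen is 50% or more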;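 also: 0% = DMSO with enzyme and 100% = substrate without enzyme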
# MsrA inhibitor – inhibitors of bovine MsrA; purified bovine MsrA, absorbance read-out; inhibition, % at 15.5 µM; 0.75% of 360,000 active; AID 651718; in the data active = inhibition above about 4.5%;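 also: 0% = vehicle wells with enzyme and 100% = reference inhibitor wells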
# E coli Lon inh – inhibitors of E. coli Lon protease; P0A9M0; purified E. coli Lon protease, fluorescence polarization; inhibition, % at 7.94 µM; 0.42% of 360,000 active; in the data active = inhibition above about 13%, passing the limit was not always enough;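 also: 0% = enzyme with probe and DMSO and 100% = no enzyme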
# Target sequence (P0A9M0 whole entry, looked up): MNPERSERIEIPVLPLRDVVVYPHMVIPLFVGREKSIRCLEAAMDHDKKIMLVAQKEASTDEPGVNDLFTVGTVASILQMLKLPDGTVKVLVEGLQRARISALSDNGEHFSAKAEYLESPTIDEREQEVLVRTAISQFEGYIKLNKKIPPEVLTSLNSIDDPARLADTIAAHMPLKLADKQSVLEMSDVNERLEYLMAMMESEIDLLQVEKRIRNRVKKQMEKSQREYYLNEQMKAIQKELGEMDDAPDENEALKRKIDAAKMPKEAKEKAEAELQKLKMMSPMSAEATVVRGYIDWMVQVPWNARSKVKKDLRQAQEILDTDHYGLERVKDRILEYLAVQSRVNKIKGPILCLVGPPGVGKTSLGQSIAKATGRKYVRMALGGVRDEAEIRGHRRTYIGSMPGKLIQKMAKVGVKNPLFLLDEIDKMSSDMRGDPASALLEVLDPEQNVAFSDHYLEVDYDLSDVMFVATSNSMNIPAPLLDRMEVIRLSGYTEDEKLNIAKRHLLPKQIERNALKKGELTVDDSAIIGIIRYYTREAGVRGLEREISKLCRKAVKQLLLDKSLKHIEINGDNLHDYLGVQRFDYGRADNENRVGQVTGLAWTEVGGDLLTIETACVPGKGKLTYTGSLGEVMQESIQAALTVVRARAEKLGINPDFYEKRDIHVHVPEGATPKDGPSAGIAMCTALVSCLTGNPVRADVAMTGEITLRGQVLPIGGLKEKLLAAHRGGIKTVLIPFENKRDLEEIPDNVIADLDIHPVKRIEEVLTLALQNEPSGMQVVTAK
# * = called active by the depositor; i = inactive; · = no result given; + = active, no number.
cpd	smiles	TbMetRS inhib	CSN deneddyl inh	Rin1-Abl PPI inh	bovine MsrA act	PABP1 MLLE inh
1	O=c1nc(-c2ccccc2)cn[nH]1	0.5	2	-1	-3	6
2	Cc1cc(OCC(=O)NCc2ccncc2)c2c(C)cc(=O)oc2c1	-1.1	-2	-1	-2	-10
3	O=C(Nc1ccc(F)cc1)c1nc(S(=O)(=O)Cc2ccccc2)ncc1Cl	-0.7	1	4	-6	32
4	COc1cccc(CNC(=O)c2ccc(NC(=O)CC3SC(N4CCCCC4)=NC3=O)cc2)c1 (stereo not drawn)	-0.2	-3	3	-5	-15
5	O=C(Nc1ccc(F)cc1)c1ccc(CSc2ccc(Cl)cc2)o1	-1.1	-6	1	-5	12
6	O=C(CCCN1CCN(c2ccccc2)CC1)c1ccc(F)cc1	-0.2	-2	-2	0	-22
7	CC(NC(=O)c1ccco1)C(=O)OCC(=O)c1ccc(Cl)s1 (stereo not drawn)	-0.1	-7	-2	-3	7
8	O=C(NCc1ccncc1)C1CCN(S(=O)(=O)c2ccc(F)cc2)CC1	-0.1	7	4	-1	15
9	C=CCN(Cc1ccc(Br)s1)C(=O)c1ccc(OCc2c(C)noc2C)cc1	-0.3	-7	-1	-1	0
10	COc1ccccc1NS(=O)(=O)c1cccc(NS(=O)(=O)c2cc(C(=O)O)ccc2Cl)c1	-0.2	0	0	-2	-9

cpd	Neddyl block	FAS TE block	MsrA inhibitor	E coli Lon inh
1	i	-18	1.6	-2
2	·	-1	-0.6	2
3	i	57*	1.8	-3
4	i	-3	-0.7	-4
5	i	43	-0.5	0
6	i	-1	1.6	-1
7	i	-3	-0.1	-7
8	i	-9	-0.5	7
9	i	26	-0.4	-8
10	i	0	0.0	8

# Next part
cpd	smiles	TbMetRS inhib	CSN deneddyl inh	Rin1-Abl PPI inh	bovine MsrA act	PABP1 MLLE inh
11	CC1CCN(c2ccc(C(=O)N3CCOCC3)cc2[N+](=O)[O-])CC1	-0.1	2	-4	-1	-6
12	COc1ccc(S(=O)(=O)N2CCc3ccccc32)cc1C(=O)N1CCC(C)CC1	-0.2	1	-2	-1	-2
13	COc1cccc(C(=O)COc2cccc(NC(=O)c3cccc([N+](=O)[O-])c3)c2)c1	-0.2	-4	0	-1	-2
14	Cc1cccc(NC(=O)c2ccco2)c1C(=O)O	-0.4	0	-1	-6	4
15	O=C(NCc1ccccc1)C(c1ccccc1)n1c(-c2ccccn2)nc2ccccc21 (stereo not drawn)	-0.9	-4	·	·	·
16	O=C(Nc1ccc(C(F)(F)F)cc1)C1CC(=O)N(c2ccc3c(c2)OCCO3)C1 (stereo not drawn)	-0.1	8	-2	-3	-34
17	O=c1c(Cl)c(N2CCN(c3ccc(F)cc3)CC2)cnn1-c1nc2ccccc2s1	-0.1	-1	1	-2	2
18	C/C(CC1CC(COCCC(C)C)OC1=O)=N\NC(N)=S (stereo not drawn)	-0.5	0	-2	0	-44
19	Cc1ccc(C(C)C)cc2c(C)ccc1-2	-0.6	0	1	-2	8
20	CC(C)(C)N1C(=O)c2c(C(=O)OCc3ccccc3)[nH]c(-c3ccccc3)c2C1=O	-0.5	4	1	-3	6

cpd	Neddyl block	FAS TE block	MsrA inhibitor	E coli Lon inh
11	i	-9	-0.8	11
12	i	5	-0.2	-8
13	i	24	1.8	12
14	i	-3	0.7	4
15	i	·	0.5	·
16	i	4	0.1	1
17	i	-13	-0.5	-20
18	i	-3	-0.1	-8
19	i	10	1.4	2
20	i	22	0.9	-8

# The results go on:
cpd	smiles	TbMetRS inhib	CSN deneddyl inh	Rin1-Abl PPI inh	bovine MsrA act	PABP1 MLLE inh
21	COc1ccc(C(C(=O)NC(C)(C)C)n2c(-c3ccc(-c4ccccc4)cc3)nc3ccccc32)cc1 (stereo not drawn)	0.1	-1	·	·	·
22	COc1ccc(CNC(=O)c2ccc(Cn3cc(Cl)cn3)o2)cc1	0.0	3	0	-3	-1
23	CCOc1ccc(Oc2nc(NCC(C)C)nc(OC)n2)nn1	0.0	4	-2	0	-1
24	COc1cccc(CN(C)C(=O)c2cccc(S(=O)(=O)N3CCN(Cc4ccccc4)CC3)c2)c1OC	-0.4	-6	0	-1	-5
25	CC(C)(C)OC(=O)N1CCC[C@@H]1C(=O)NCc1ccccc1Cl	-0.4	-6	·	-10	·
26	CC(=O)c1ccc(NC(=O)C(C)OC(=O)CCN=C2NS(=O)(=O)c3ccccc32)cc1 (stereo not drawn)	-0.5	-1	1	-7	-19
27	O=C(NC1CCCCC1)N1CCc2[nH]c3ccccc3c2C1	-0.5	3	-3	-2	-10
28	CN(CC(=O)Nc1ccc(Cl)c(C(F)(F)F)c1)C(=O)c1ccc(S(=O)(=O)N2CCOCC2)cc1	-0.3	-3	3	-1	-14
29	Cc1nc2cc(C(=O)N3c4ccccc4CC3C)ccc2s1 (stereo not drawn)	0.4	3	-2	-2	-4
30	NC(=O)C1CCCNC1 (stereo not drawn)	-0.8	-1	1	0	-2

cpd	Neddyl block	FAS TE block	MsrA inhibitor	E coli Lon inh
21	i	·	1.0	·
22	i	0	0.5	4
23	i	0	-0.5	1
24	i	8	0.1	-2
25	i	-14	0.1	3
26	i	-6	-0.1	2
27	i	-45	-0.1	-6
28	i	10	-0.1	5
29	i	2	0.0	2
30	i	-3	1.1	2

# The list goes on.
cpd	smiles	TbMetRS inhib	CSN deneddyl inh	Rin1-Abl PPI inh	bovine MsrA act	PABP1 MLLE inh
31	O=C1C(C2=NC(C(=O)O)C3C(=O)N(c4ccccc4)C(=O)C23)=C(O)c2ccccc21 (stereo not drawn)	-0.9	0	1	-4	0
32	O=C(NCc1ccc2c(c1)OCO2)C1CCN(c2ccc(S(=O)(=O)N3CCCC3)cc2)CC1	0.0	2	5	1	-9
33	COc1ccc2oc(C(=O)OCC(=O)NC3CCCCC3)c(C)c2c1	-0.1	-5	2	-6	-8
34	Cc1cc(O)c(NC(=O)c2ccc(Br)o2)cc1C	-0.8	1	-1	-4	-1
35	CC1CCN(C(=O)c2ccc(S(=O)(=O)N3CCCCCC3)cc2)CC1	0.6	-1	1	0	-2
36	O=C(Cc1ccc(Br)cc1)N(Cc1ccccc1)c1ccccn1	0.2	-4	-1	0	-12
37	O=C(NCc1ccccc1Cl)c1ccc2sc([C@H]3C[C@H](O)[C@@H](CO)O3)nc2c1	0.4	1	-6	0	5
38	COc1cc(/C=C/C(=O)OCC(=O)NC(=O)NC2CCCC2)ccc1OCC#N	-0.3	4	-4	-1	12
39	O=C(Nc1ccc(Nc2ccccc2)cc1)N1CCOCC1	-0.1	-2	1	0	13
40	CCCCOC(=O)c1cc(=O)[nH]c2ccccc12	0.2	0	0	2	1

cpd	Neddyl block	FAS TE block	MsrA inhibitor	E coli Lon inh
31	i	-4	3.5	-8
32	i	4	-0.8	1
33	+	5	1.6	4
34	i	-2	-0.5	-3
35	i	-2	0.0	-17
36	i	12	0.5	-1
37	i	-8	0.9	-18
38	i	-7	1.4	-1
39	i	-4	0.5	-10
40	i	18	2.0	-2

# Later entries.
cpd	smiles	TbMetRS inhib	CSN deneddyl inh	Rin1-Abl PPI inh	bovine MsrA act	PABP1 MLLE inh
41	Cc1ccc(O)c(C(=O)CC(=O)c2ccc(C(C)(C)C)cc2)c1	2.0	-2	1	-2	5
42	Cc1ccnc(N(C(=O)c2cccs2)C(=O)c2cccs2)c1	-1.2	-1	-5	-2	-4
43	COc1ccc(OC)c2sc(NC(=O)CCS(=O)(=O)c3ccccc3)nc12	-0.4	-6	-3	-1	-1
44	Cc1ccc([N+](=O)[O-])cc1NC1CC(O)C(CO)O1 (stereo not drawn)	-0.4	-7	-3	-5	-1
45	CCCc1cc(=O)oc2cc(C)cc(OCC(=O)NCc3ccccn3)c12	0.1	-4	1	-3	10
46	O=C(CCNC(=O)c1ccc([N+](=O)[O-])cc1)NCc1ccco1	-0.2	1	3	-9	-15

cpd	Neddyl block	FAS TE block	MsrA inhibitor	E coli Lon inh
41	i	1	2.0	0
42	i	-3	1.0	0
43	i	-2	-0.7	-7
44	i	-13	0.8	-3
45	·	1	0.0	-9
46	i	28	-0.5	1

# 12 structures out of the list, sorted by count of non-hydrogen atoms, rising:
cpd	smiles	TbMetRS inhib	CSN deneddyl inh	Rin1-Abl PPI inh	bovine MsrA act	PABP1 MLLE inh
30	NC(=O)C1CCCNC1 (stereo not drawn)	-0.8	-1	1	0	-2
34	Cc1cc(O)c(NC(=O)c2ccc(Br)o2)cc1C	-0.8	1	-1	-4	-1
44	Cc1ccc([N+](=O)[O-])cc1NC1CC(O)C(CO)O1 (stereo not drawn)	-0.4	-7	-3	-5	-1
42	Cc1ccnc(N(C(=O)c2cccs2)C(=O)c2cccs2)c1	-1.2	-1	-5	-2	-4
41	Cc1ccc(O)c(C(=O)CC(=O)c2ccc(C(C)(C)C)cc2)c1	2.0	-2	1	-2	5
36	O=C(Cc1ccc(Br)cc1)N(Cc1ccccc1)c1ccccn1	0.2	-4	-1	0	-12
35	CC1CCN(C(=O)c2ccc(S(=O)(=O)N3CCCCCC3)cc2)CC1	0.6	-1	1	0	-2
45	CCCc1cc(=O)oc2cc(C)cc(OCC(=O)NCc3ccccn3)c12	0.1	-4	1	-3	10
37	O=C(NCc1ccccc1Cl)c1ccc2sc([C@H]3C[C@H](O)[C@@H](CO)O3)nc2c1	0.4	1	-6	0	5
38	COc1cc(/C=C/C(=O)OCC(=O)NC(=O)NC2CCCC2)ccc1OCC#N	-0.3	4	-4	-1	12
31	O=C1C(C2=NC(C(=O)O)C3C(=O)N(c4ccccc4)C(=O)C23)=C(O)c2ccccc21 (stereo not drawn)	-0.9	0	1	-4	0
32	O=C(NCc1ccc2c(c1)OCO2)C1CCN(c2ccc(S(=O)(=O)N3CCCC3)cc2)CC1	0.0	2	5	1	-9

cpd	Neddyl block	FAS TE block	MsrA inhibitor	E coli Lon inh
30	i	-3	1.1	2
34	i	-2	-0.5	-3
44	i	-13	0.8	-3
42	i	-3	1.0	0
41	i	1	2.0	0
36	i	12	0.5	-1
35	i	-2	0.0	-17
45	·	1	0.0	-9
37	i	-8	0.9	-18
38	i	-7	1.4	-1
31	i	-4	3.5	-8
32	i	4	-0.8	1
